MEKK2 mut-MEK5 – signal of MEK5 binding to mutant human MEKK2 PB1 domain; bead flow cytometry, Alexa488-MEK5 binding to MEKK2 mutant; percent response, % at 10 µM; 290,000 tested, 0.35% active; in the data active means percent response above about 24%, passing the limit was not always enough; further: inactives centre near 1; some results filed as inactive read as strong as hits
GPR7 antagonist – blocks human GPR7 receptor signaling; inhibition, % at 4.4 µM; P48145; AID 1861; GPR7-expressing cells, fluorescence antagonist assay; 290,000 tested, 1.1% active; in the data active means inhibition above about 16%, passing the limit was not always enough;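 further: cells stimulated with the agonist NPW; 0% = agonist with vehicle and 100% = vehicle without agonist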
Target sequence (P48145 whole entry, looked up): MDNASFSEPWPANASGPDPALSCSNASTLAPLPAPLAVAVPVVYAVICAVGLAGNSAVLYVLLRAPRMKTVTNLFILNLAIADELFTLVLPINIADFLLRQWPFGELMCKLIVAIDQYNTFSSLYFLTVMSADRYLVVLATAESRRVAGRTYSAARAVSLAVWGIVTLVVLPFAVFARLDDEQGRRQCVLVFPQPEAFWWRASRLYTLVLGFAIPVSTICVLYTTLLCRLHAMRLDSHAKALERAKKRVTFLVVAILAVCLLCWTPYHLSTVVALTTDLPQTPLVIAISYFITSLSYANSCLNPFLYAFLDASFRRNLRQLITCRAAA
PfM18AAP inh – PfM18AAP enzyme inhibition | recombinant PfM18AAP, H-Glu-NHMec fluorogenic cleavage | AID 1822 | inhibition, % at 7.35 µM | 290,000 tested, 1.2% active;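 active means inhibition above the campaign mean inhibition over all tested compounds plus 3 SD, cut at about 28% in these data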;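 further: 0% = plate median of test compound wells and 100% = 2 mM ZnCl2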
OXTR agonist – activates the human oxytocin receptor | CHO-OTR cells, Fluo-8 calcium fluorescence; normalized: DMSO 0%, oxytocin 100% | 320,000 tested, 0.32% active | AID 2435 | activation, % at 3 µM;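 active means activation above the mean of all tested compounds plus 3 SD, cutoff set per screening run, cut at about 20% in these data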;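 further: peak over basal fluorescence ratio from a 100 s FLIPR kinetic read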
GalR3 antag – antagonists of human GalR3; O60755; HEK293 GalR3-CNG cAMP membrane potential fluorescence; galR3 body fused to GalR1 C-terminus; inhibition, % at 3 µM; 360,000 tested, 0.44% active; AID 651719;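 active means inhibition above the screen-wide average plus 3 SD, cut at about 13% in these data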;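 further: forskolin and galanin both at EC90 stimulate the cells; cAMP rise reported by CNG channel membrane potential dye signal; 0% = forskolin plus galanin with DMSO and 100% = forskolin alone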
Target sequence (O60755 1-299 limits assumed): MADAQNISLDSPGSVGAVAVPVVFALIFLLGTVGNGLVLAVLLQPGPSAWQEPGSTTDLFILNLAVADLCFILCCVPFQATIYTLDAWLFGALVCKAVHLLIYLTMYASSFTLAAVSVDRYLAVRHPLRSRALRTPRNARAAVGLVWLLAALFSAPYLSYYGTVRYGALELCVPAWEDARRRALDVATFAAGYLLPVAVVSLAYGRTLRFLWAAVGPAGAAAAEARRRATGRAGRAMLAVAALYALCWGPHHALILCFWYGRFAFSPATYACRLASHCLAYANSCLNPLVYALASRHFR
NALP1 inh – blocks the NALP1 inflammasome reconstituted in yeast | inhibition, % at 10 µM | S. cerevisiae NALP1/ASC/caspase-1 growth, X-gal OD620, 72 h | 280,000 tested, 0.61% active; in the data active means inhibition mostly above about 24%, no sharp cut-off; inactive means mostly below about 32%; further: some compounds called inactive have numbers as strong as hits
OXTR potentiator – potentiates the human oxytocin receptor response. AID 2445. CHO-OTR cells, Fluo-8 calcium fluorescence, potentiator mode; 0% = oxytocin EC15, 100% = EC100. activation, % at 3 µM. P30559. 320,000 tested, 0.061% active;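 active means activation above that plate's cutoff, the mean activation of tested compounds plus 3 SD, cut at about 6.6% in these data, passing the limit was not always enough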;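 further: 100% uses oxytocin at 75 nM as the full agonist control; some results filed as inactive read as strong as hits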
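Dosing: Single dose, 3.0 µM nominal final compound concentration | Material: Human OTR in CHO cells | Technique: Kinetic Fluo-8 calcium fluorescence | Benchmarks: EC15 oxytocin alone as 0%, 75 nM oxytocin as 100% | Probe or stimulus: Oxytocin at about EC15, sub-maximal agonist stimulus | Incubation: Compound 6 min at room temperature before oxytocin, 100 s read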
V1aR counter – activates human V1a receptor in oxytocin agonist counter-screen | CHO-V1R cells, Fluo-8 calcium fluorescence, agonist mode; 0% DMSO, 100% 3 nM vasopressin | activation, % at 3 µM | 320,000 tested, 0.25% active;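 active means activation above the mean activation of all tested compounds plus 3 SD, per screening run, cut at about 20% in these data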;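 further: signal is peak over basal fluorescence ratio across a 100 second FLIPR read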
Target sequence (P37288 whole entry, looked up): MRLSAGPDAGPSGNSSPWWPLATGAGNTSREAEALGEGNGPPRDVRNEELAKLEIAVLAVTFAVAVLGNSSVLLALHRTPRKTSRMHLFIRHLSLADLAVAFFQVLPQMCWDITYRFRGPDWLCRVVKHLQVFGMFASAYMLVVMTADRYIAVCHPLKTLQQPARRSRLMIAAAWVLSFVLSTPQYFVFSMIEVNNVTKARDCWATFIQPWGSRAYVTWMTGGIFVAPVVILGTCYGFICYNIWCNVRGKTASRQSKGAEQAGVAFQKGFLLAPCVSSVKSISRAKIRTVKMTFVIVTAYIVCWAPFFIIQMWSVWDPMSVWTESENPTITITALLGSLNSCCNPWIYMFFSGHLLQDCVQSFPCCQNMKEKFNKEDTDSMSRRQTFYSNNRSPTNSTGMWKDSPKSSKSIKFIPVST
MEKK2 WT-MEK5 – raises or lowers MEK5 binding to wildtype human MEKK2 PB1 domain. Q9Y2U5. bead flow cytometry, Alexa488-MEK5 binding to MEKK2 WT; actives lie on both sides. binding response (% of control), % at 10 µM. 290,000 tested, 1.1% active; in the data active means binding response below about 67% or above about 130%
* = called active by the depositor; x = no result given.

The first 13 entries, ahead of the listing:
SMILES	MEKK2 mut-MEK5	GPR7 antagonist	PfM18AAP inh	OXTR agonist	GalR3 antag	NALP1 inh	OXTR potentiator	V1aR counter	MEKK2 WT-MEK5
Oc1ccc(C2=CSC3=NCCN23)cc1O	4	-6	55*	-0.4	-8	-4	-14	0.5	104
CCN(CC)S(=O)(=O)c1ccc(Cl)c(C(=O)Nc2nnc(C)s2)c1	5	-10	3	0.1	-4	4	2	0.7	100
COCCN(C(=O)CCc1nnc(CCc2c[nH]c3ccccc23)o1)C(C)C	-3	-11	0	0.9	-4	2	-10	0.8	100
CCOc1cc(/C=C(\CC(=O)O)c2nc3ccccc3s2)ccc1OC	-5	0	13	-0.9	3	0	-12	0.2	96
CC(C)n1c(/C=C/c2ccccc2)nc2ccccc21	8	5	-4	-2.4	0	30	2	-1.6	100
Cc1cccc(OCC(=O)NCC(=O)N/N=C/c2cccs2)c1	-2	-6	24	1.5	-2	18	0	3.6	96
CCOc1ccc(NC(=O)CN(C)C(=O)CN2C(=O)C3CCCCC3C2=O)cc1OCC (configuration not stated)	x	x	x	-0.1	-6	x	5	-0.5	x
O=C(NC1CCCCC1)c1ccc(CS(=O)Cc2ccccc2Cl)o1 (configuration not stated)	3	2	-4	0.7	2	-4	-5	4.4	99
CC(C)(C)NS(=O)(=O)c1ccc(NS(=O)(=O)Cc2ccccc2)cc1	6	12	0	2.4	-4	11	-3	0.9	103
CN(C)S(=O)(=O)c1cccc(NC(=O)COC(=O)[C@H](Cc2ccccc2)NC(=O)c2ccco2)c1	x	x	x	3.9	2	x	-10	4.3	x
CCN(CC)c1c(-c2ccccc2)c2cc(C)ccc2[nH]c1=O	13	-7	2	-0.9	-2	15	-7	-0.9	103
CC(Oc1ccccc1)C(=O)N1CCC2(CC1)Oc1ccc(F)cc1C(=O)C21CC(c2ccc(Cl)cc2)=NO1 (configuration not stated)	1	x	x	2.0	-1	x	-1	3.0	96
CC(=O)N1CC2(C)CN(C(C)=O)CC(C)(C1)C2O (configuration not stated)	-4	2	-7	0.4	-6	-16	-13	1.1	99

Results (from the top)
SMILES	MEKK2 mut-MEK5	GPR7 antagonist	PfM18AAP inh	OXTR agonist	GalR3 antag	NALP1 inh	OXTR potentiator	V1aR counter	MEKK2 WT-MEK5
Oc1ccc(C2=CSC3=NCCN23)cc1O	4	-6	55*	-0.4	-8	-4	-14	0.5	104
CCN(CC)S(=O)(=O)c1ccc(Cl)c(C(=O)Nc2nnc(C)s2)c1	5	-10	3	0.1	-4	4	2	0.7	100
COCCN(C(=O)CCc1nnc(CCc2c[nH]c3ccccc23)o1)C(C)C	-3	-11	0	0.9	-4	2	-10	0.8	100
CCOc1cc(/C=C(\CC(=O)O)c2nc3ccccc3s2)ccc1OC	-5	0	13	-0.9	3	0	-12	0.2	96
CC(C)n1c(/C=C/c2ccccc2)nc2ccccc21	8	5	-4	-2.4	0	30	2	-1.6	100
Cc1cccc(OCC(=O)NCC(=O)N/N=C/c2cccs2)c1	-2	-6	24	1.5	-2	18	0	3.6	96
CCOc1ccc(NC(=O)CN(C)C(=O)CN2C(=O)C3CCCCC3C2=O)cc1OCC (configuration not stated)	x	x	x	-0.1	-6	x	5	-0.5	x
O=C(NC1CCCCC1)c1ccc(CS(=O)Cc2ccccc2Cl)o1 (configuration not stated)	3	2	-4	0.7	2	-4	-5	4.4	99
CC(C)(C)NS(=O)(=O)c1ccc(NS(=O)(=O)Cc2ccccc2)cc1	6	12	0	2.4	-4	11	-3	0.9	103
CN(C)S(=O)(=O)c1cccc(NC(=O)COC(=O)[C@H](Cc2ccccc2)NC(=O)c2ccco2)c1	x	x	x	3.9	2	x	-10	4.3	x
CCN(CC)c1c(-c2ccccc2)c2cc(C)ccc2[nH]c1=O	13	-7	2	-0.9	-2	15	-7	-0.9	103
CC(Oc1ccccc1)C(=O)N1CCC2(CC1)Oc1ccc(F)cc1C(=O)C21CC(c2ccc(Cl)cc2)=NO1 (configuration not stated)	1	x	x	2.0	-1	x	-1	3.0	96
CC(=O)N1CC2(C)CN(C(C)=O)CC(C)(C1)C2O (configuration not stated)	-4	2	-7	0.4	-6	-16	-13	1.1	99
CCOC(=O)c1nn(-c2ccc(Cl)cc2)c2nc(-c3ccc(C)cc3)c(C#N)c(=O)n12	3	-16	14	-0.4	-5	14	-3	0.4	88
CCCn1c(SCC(=O)Nc2ccc(C)c(S(=O)(=O)N3CCOCC3)c2)n[nH]c1=O	15	-4	-8	0.0	0	33	-4	-0.2	99
NC(=O)Cn1nc(-c2ccccc2)nc1-c1ccccc1	x	x	x	-1.3	7	x	-1	0.3	x
CC(Sc1nccn1C)C(=O)Nc1ccc(Cl)cn1 (configuration not stated)	x	x	x	-1.5	-2	x	7	-0.4	x
O=C(Nc1ccc(Cc2ccncc2)cc1)c1ccc(N2CCOCC2)c([N+](=O)[O-])c1	0	-7	1	5.7	-1	-2	-20	5.3	99
CC(=O)c1c(N2CCOCC2)nc(=S)n(-c2ccccc2)c1C	-1	-3	-7	0.2	-3	-6	-5	0.5	96
CCC(C)(C)NC(=O)CN(Cc1ccco1)C(=O)CCC(=O)Nc1nccs1	-1	-22	2	0.9	-9	2	-4	1.4	100
CC(Sc1nnc2ccccn12)C(=O)Nc1ncc(Cl)cc1Cl (configuration not stated)	x	1	3	-0.8	-6	12	-3	0.0	x
Cc1ccc(NC(=O)Cc2sc(C)nc2-c2ccc(C)cc2)cc1	7	-4	3	-3.1	6	22	2	-1.4	103
CC1(C)Cc2c(sc3nc(NCCN4CCOCC4)n4ncnc4c23)CO1	-6	-15	0	0.4	-2	6	5	0.3	94
Nc1nc(C23CC4CCC(CC(C4)C2)C3)cs1	-3	-5	-4	4.5	3	28	-7	2.0	86
O=C(CNC(=O)c1cccs1)NCCN1CCC(Cc2ccccc2)CC1	1	2	3	-0.9	-6	14	-4	0.2	105
CN1CCN(CC(O)COc2ccccc2)CC1 (configuration not stated)	2	-11	-5	0.6	-5	15	1	1.1	105
COCCNC(=O)c1onc(CCl)c1C(=O)OC	-2	2	2	-1.0	-3	21	-1	0.9	101
Clc1cccc(Cl)c1CSc1nnc(CN2CCOCC2)n1-c1ccccc1	3	-2	-19	-0.3	-2	-21	-7	-0.3	97
O=C(COc1ccccc1)NN1C(=O)CSC1=S	-8	-3	21	0.8	2	-15	-9	1.0	95
Cc1ccc(-c2nn(CC(=O)NN3CCOCC3)c(=O)c3ccccc23)cc1	-2	-9	-9	-0.8	-2	8	8	-2.3	95
N#C/C(=C\c1cccnc1)c1nc2c(s1)CCCC2	-8	8	0	-1.8	2	-5	1	-0.2	92
CCCn1c(NCc2ccccn2)nc2ccccc21	5	-1	-10	1.8	-3	11	8	0.4	107
OC(COc1ccc(Cl)cc1Cl)Cn1ccnc1 (configuration not stated)	15	-3	3	1.5	-12	-1	-3	4.8	108
COc1cc(NC(=O)c2cccc(C)c2)c(OC)cc1NC(=O)CN1CCOCC1	1	-10	5	-0.2	-6	-8	-9	0.4	115
COc1c(F)c(F)c(C(=O)Nc2cccc(Cl)c2N2CCOCC2)c(F)c1F	-7	-11	3	-1.0	4	20	-2	-0.1	94
O=C(CCN1C(=O)/C(=C/c2ccccc2F)SC1=S)Nc1ccccn1	0	16	-2	0.5	-2	0	-5	1.8	97
CCOc1ccc(CNC(=O)C2Cc3cc(S(=O)(=O)N4CCCC4)ccc3N2C(C)=O)cc1 (configuration not stated)	3	-6	1	0.1	4	2	3	1.4	101
CN1C(=O)c2ccc(N3CCCC3)cc2C1=O	-7	-4	4	4.3	0	40	-5	4.2	91
COc1ccc(CN2CCN(C(=O)CCC(=O)Nc3nnc(C(F)(F)F)s3)CC2)cc1F	2	-8	-8	8.1	-2	-8	-8	7.2	102
CC(C)c1ccc(S(=O)(=O)N2CCN(C(=O)c3cccc(F)c3)CC2)cc1	7	3	-13	1.6	-1	0	-19	2.4	103
N#CC(C#N)=Cc1ccc(NC(=O)c2ccc(Br)cc2)cc1	1	-10	-6	1.7	-7	x	-4	1.9	88
NS(=O)(=O)c1cccc(NC(=O)c2cccc(S(=O)(=O)N3CCCCCC3)c2)c1	x	x	x	-0.8	-5	x	1	-0.2	x
Clc1ccc(OCCSc2ncccn2)cc1	3	-5	0	-2.0	-5	6	-12	0.9	108
Cc1ccc(NC(=O)c2ccco2)c(NC(=O)Cc2cccs2)c1	3	-3	-5	-0.6	2	7	4	0.0	100
CC(C)n1cc(CN2CCCC(CNS(=O)(=O)c3cccc4cccnc34)C2)cn1 (configuration not stated)	-6	13	5	0.8	-3	20	-14	1.0	99
COc1cccc(N2CCN(C(=O)c3nc4nc(C)cc(C)n4n3)CC2)c1	-6	-6	-2	-0.2	-2	14	0	-0.7	100
C=CCN1C(=O)C2C(C(=O)NC)C3C=CC2(O3)C1C(=O)NCc1ccc(OC)cc1 (configuration not stated)	10	-3	-12	-1.0	-3	18	-12	0.6	107
Cc1ccc(NC(=O)CCNC(=O)c2ccccc2Cl)cc1S(=O)(=O)N1CCOCC1	x	x	x	-0.1	-3	x	-4	-0.1	x

Reprinted from the part before: 2 compounds, followed by the next part.
SMILES	MEKK2 mut-MEK5	GPR7 antagonist	PfM18AAP inh	OXTR agonist	GalR3 antag	NALP1 inh	OXTR potentiator	V1aR counter	MEKK2 WT-MEK5
C=CCN1C(=O)C2C(C(=O)NC)C3C=CC2(O3)C1C(=O)NCc1ccc(OC)cc1 (configuration not stated)	10	-3	-12	-1.0	-3	18	-12	0.6	107
Cc1ccc(NC(=O)CCNC(=O)c2ccccc2Cl)cc1S(=O)(=O)N1CCOCC1	x	x	x	-0.1	-3	x	-4	-0.1	x
C/C(=N\Nc1ccccn1)c1ccc(Br)s1	x	x	x	-2.2	-7	x	-14	-0.8	x
COc1ccc(-c2cc(C(=O)Nc3ccc(F)cc3F)no2)cc1	5	-2	3	1.3	-10	-4	-6	0.8	105
COC(=O)C1=C(C(=O)c2ccccc2)C(c2ccc(OC)c(OC)c2)Nc2nnnn21 (configuration not stated)	x	-13	14	-0.4	7	4	-11	0.0	x
O=C(COC(=O)c1ccccc1Br)Nc1cccnc1Cl	x	x	x	0.4	-2	x	1	-0.1	x
CC(=O)c1cnc(Nc2cccc(C)c2)s1	-2	-2	1	-2.3	-5	8	-19	-1.8	95
COCCNC(=O)Cn1nc(-c2ccccc2F)ccc1=O	-3	-7	4	x	-4	19	x	x	96
O=C(O)c1ccc(CNCc2ccccc2F)cc1	-1	4	3	0.6	1	7	-4	0.6	97
O=C(CNCCCO)Nc1cc(C(F)(F)F)cc(NC(=O)CNCCCO)c1Cl	0	-9	-3	-0.9	-5	31	-1	0.1	114

Bioassay records: PubChem BioAssay, several laboratories
